# Screening results from PubChem.
# CHT allo act = human CHT allosteric activation; B-score at 10 µM; Q9GZV3; 310,000 compounds, 0.49% hits; AID 488977; CHT-expressing cells, membrane potential dye, choline EC20; stronger effect = higher value; LV-AA mutant CHT in HEK293 cells;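 active = initial fluorescence not abnormally high and integrated response B-score, plate-corrected, over 3 SD above library mean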
# Target sequence (Q9GZV3 whole entry, looked up): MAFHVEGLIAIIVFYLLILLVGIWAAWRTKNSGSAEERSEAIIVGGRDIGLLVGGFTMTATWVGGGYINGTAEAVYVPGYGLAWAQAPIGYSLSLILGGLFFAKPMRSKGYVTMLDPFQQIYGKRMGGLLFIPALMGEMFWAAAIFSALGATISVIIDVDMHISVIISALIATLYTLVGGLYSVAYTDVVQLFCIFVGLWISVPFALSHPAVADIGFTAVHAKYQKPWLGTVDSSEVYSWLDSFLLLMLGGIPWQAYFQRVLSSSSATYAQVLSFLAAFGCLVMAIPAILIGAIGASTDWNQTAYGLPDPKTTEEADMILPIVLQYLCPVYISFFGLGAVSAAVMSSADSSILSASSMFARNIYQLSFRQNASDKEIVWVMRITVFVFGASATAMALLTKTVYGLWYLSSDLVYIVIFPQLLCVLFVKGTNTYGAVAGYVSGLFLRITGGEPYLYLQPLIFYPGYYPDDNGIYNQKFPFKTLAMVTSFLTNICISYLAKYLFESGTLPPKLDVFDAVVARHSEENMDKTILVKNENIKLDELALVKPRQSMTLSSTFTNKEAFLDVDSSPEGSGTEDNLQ
# OX1R antag = blocks the human orexin 1 receptor; 330,000 compounds, 0.43% hits; O43613; CHO/OX1R cells, Fluo-8 calcium fluorescence, orexin A; inhibition, % at 5 µM;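 active = inhibition above its plate's threshold, mean inhibition of all tested compounds on the plate plus 3 SD, cut at about 37% in these data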;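 also: 0% = orexin A challenge wells and 100% = SB-334867-A antagonist wells; not every result past the cut was called active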
# Target sequence (O43613 whole entry, looked up): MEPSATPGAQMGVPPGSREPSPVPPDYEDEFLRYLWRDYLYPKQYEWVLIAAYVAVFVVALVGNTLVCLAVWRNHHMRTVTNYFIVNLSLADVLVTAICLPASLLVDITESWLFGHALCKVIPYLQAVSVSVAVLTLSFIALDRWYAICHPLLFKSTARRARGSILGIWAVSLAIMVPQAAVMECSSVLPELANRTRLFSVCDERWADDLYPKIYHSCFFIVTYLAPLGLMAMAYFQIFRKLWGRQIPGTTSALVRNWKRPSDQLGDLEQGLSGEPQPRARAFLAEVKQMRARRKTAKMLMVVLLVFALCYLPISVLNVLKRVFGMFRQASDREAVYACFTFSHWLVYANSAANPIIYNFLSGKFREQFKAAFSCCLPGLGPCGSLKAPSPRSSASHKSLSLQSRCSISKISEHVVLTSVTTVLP
# * hit, by the source's call; i = inactive; . = no result given. This is a random part of the collection. Share with any hit: about 0.8%.
# Below each compound: CHT allo act, OX1R antag
1) O=C(O)/C=C/c1ccccc1Oc1ccccc1
→ i, -12
2) O=C(COC(=O)/C=C/c1ccccc1)NC1CCCCC1
→ ., 1
3) CCCn1c(N)c(Sc2ccccc2[N+](=O)[O-])c(=O)n(CCC)c1=O
→ i, -27
4) CC(=O)Oc1ccc(/C=C(\NC(=O)c2ccco2)C(=O)NCc2ccccc2)cc1
→ i, -3
5) CC1CCN(S(=O)(=O)c2cccc3cccnc23)CC1
→ i, -13
6) N#Cc1nc(-c2cccs2)oc1NCCCN1CCOCC1
→ i, 0
7) NC(=O)CSc1nnc(-c2ccncc2)n1-c1ccc(Cl)cc1
→ i, -10
8) CCCNC(=O)c1c(N)n(-c2ccc3c(c2)OCO3)c2nc3ccccc3nc12
→ i, 1
9) OC(COc1ccc2ccccc2c1)Cn1cncn1 (configuration not stated)
→ i, -13
10) CC(=O)N/N=C/c1ccc(OCCOc2ccc(Br)cc2)cc1
→ i, -6
11) COc1cc(CC(=O)Nc2ccc(Cl)c(C(F)(F)F)c2)cc(OC)c1OC
→ i, 19
12) CCN(CC)CCCNC(=O)c1ccccc1NC(=O)C1=CSCCO1
→ i, -29
13) Cc1c(Br)c(C(=O)NNC(=O)c2ccc(C(C)(C)C)cc2)nn1C
→ i, -12
14) COC(=O)c1ccc(NS(=O)(=O)c2c(C)[nH]c(C)c2C(=O)N2CCCC2)cc1
→ i, -12
15) Cc1cccc(CC(=O)N2CCOCC2)c1
→ i, -7
16) COc1ccc(/C=N/NC(N)=S)cc1
→ i, -5
17) O=c1ncn(-c2ccc(F)cc2)c2ncccc12
→ i, 1
18) Cc1ccc(C(=O)NC(=S)NNC(=O)c2ccccc2O)cc1
→ i, 4
19) Cn1c(SCc2cccc(Cl)c2)nc(C(F)(F)F)cc1=O
→ i, -24
20) CC(=O)Nc1ccc(S(=O)(=O)N2CCC(c3nnc(-c4ccc(C)cc4)o3)CC2)cc1
→ i, -11
21) Cc1cccc(CCNc2nc3ccc(C)cc3n3cnnc23)c1
→ i, -15
22) CCN(C[C@H]1N[C@@](Cc2ccccc2)(C(=O)OC)[C@H]2C(=O)N(C)C(=O)[C@@H]12)S(=O)(=O)c1ccc(-c2ccccc2)cc1
→ ., -12
23) CCOC(=O)C(=O)Nc1ccc([N+](=O)[O-])cc1OC
→ i, -10
24) CCN(CC)S(=O)(=O)c1ccc(/C=C/C(=O)Nc2ccc(F)c(F)c2F)cc1
→ i, -13
25) Cc1cc(C)n(-c2ccc(Cl)c(C(=O)Nc3ccc(-c4nnc5n4CCCCC5)cc3)n2)n1
→ i, -36
26) Cc1ccsc1/C=N/N1CCN(c2ccccn2)CC1
→ i, -15
27) Cc1ccccc1OCC(O)CN1CCN(c2ccccn2)CC1 (configuration not stated)
→ i, -20
28) O=C(Nc1ccc(Br)cc1Br)C1CC(=O)N(Cc2ccccc2)C1 (configuration not stated)
→ i, -24
29) CC1=C(C(=O)OCC2CCCO2)C(c2ccncc2)C2=C(CCCC2=O)N1 (configuration not stated)
→ i, 0
30) COc1cc(OC)cc(C(=O)NC(C(=O)Nc2ccc3c(c2)OCO3)C(C)C)c1 (configuration not stated)
→ ., -16
31) O=C1CCc2cc(S(=O)(=O)NC(Cc3ccccc3)C(=O)NC3CCCC3)ccc2N1 (configuration not stated)
→ i, -9
32) Cc1nnc(SCC(=O)NCc2ccco2)n1-c1ccc(F)cc1
→ i, -15
33) Cc1[nH]c(=O)[nH]c(=O)c1/C=N/NC(=O)[C@H](C)N
→ i, 1
34) Cc1cccc(CCN2C(Nc3ccccc3)=NC[C@@H]2C)c1
→ i, 2
35) CCOc1cc(C(=O)NCCCNC(=O)c2cc(OCC)c(OCC)c(OCC)c2)cc(OCC)c1OCC
→ i, -23
36) C/C(=N\Nc1nc(-c2cc(C)ccc2C)cs1)c1cc2ccccc2oc1=O
→ i, -22
37) COc1ccc(CNC(=O)C2CCC(CNc3c(N4CCOCC4)c(=O)c3=O)CC2)cc1 (configuration not stated)
→ i, 3
38) CCN(CC)C(=O)Cn1cc(SCC(=O)Nc2cc(C)on2)c2ccccc21
→ i, -14
39) CCOc1ccc(NC(=O)N2CCC(c3nc4ccccc4[nH]3)CC2)cc1
→ i, -24
40) O=C(CSc1nncs1)N1CCN(C(=O)c2ccco2)CC1
→ i, -7
41) O=C(NCc1cc(C(F)(F)F)cc(C(F)(F)F)c1)C1CC(c2cccc(F)c2)=NO1 (configuration not stated)
→ i, -8
42) O=C1CC(NNc2nc3ccccc3s2)C(=O)N1c1ccc(F)cc1 (configuration not stated)
→ i, -16
43) Cn1c2ccccc2c2cc([N+](=O)[O-])ccc21
→ i, -16
44) COc1ccc([N+](=O)[O-])cc1NC1C2CC3CC(C2)CC1C3 (configuration not stated)
→ i, -7
45) Cn1c2ccccc2c(=O)c2cc(C#Cc3ccsc3)ccc21
→ i, -1
46) O=C(O)C1CCCCN1C(=O)c1ccc(S(=O)(=O)N2CCCCCC2)cc1 (configuration not stated)
→ ., -14
47) O=C(O)c1cccc(C(=O)O)c1
→ i, 6
48) CCN(CC)S(=O)(=O)c1cccc(NC(=O)c2ccc(Sc3nncn3C)c([N+](=O)[O-])c2)c1
→ i, -25
49) O=C(c1cccs1)N(C(=O)c1cccs1)c1ccc(Br)cn1
→ i, -12
50) Cc1cnc([N+](=O)[O-])n1CCOC(=O)NC(=O)c1ccccc1
→ i, 8
51) CC(=O)c1cccc(NC(=O)c2c(F)c(F)c(F)c(F)c2F)c1
→ i, -15
52) Cc1cc(C(=O)OCC(=O)NCc2ccc(Cl)cc2)c(C)o1
→ i, -7
53) O=C(Nc1cccs1)Nc1ccccc1Br
→ i, -3
54) CC1=C(C(=O)N(C)C)C(c2ccc(C)s2)NC(=S)N1 (configuration not stated)
→ i, -9
55) NC(=O)CSc1nnc(-c2cnccn2)n1-c1ccccc1
→ i, -9
56) O=C(Cc1cccs1)N1CCC(c2nc3c(nnn3Cc3ccccc3)c(=O)[nH]2)CC1
→ i, -26
57) C/C=C1\NC(=O)[C@H](C)NC(=O)[C@@H](NC(=O)[C@@H](Cc2ccc(O)cc2)NC(=O)[C@@H](NC(=O)/C(C)=C/C)C(C)C)[C@@H](C)OC(=O)[C@H](CCCCc2ccc(O)cc2)NC(=O)[C@@H](CCC(=O)O)NC1=O
→ ., -3
58) CC1(C)OC(=O)C(=CNCC(=O)NCC(=O)O)C(=O)O1
→ i, -9
59) O=S(=O)(c1ccc(F)cc1)N1CCN(c2ncccn2)CC1
→ i, 5
60) c1cncc(Nc2c3ccccc3nc3ccccc23)c1
→ i, -12

# Next part
# Below each compound: CHT allo act, OX1R antag
61) CN(C)S(=O)(=O)c1cccc(NC(=O)COC(=O)c2cccnc2Cl)c1
→ ., -12
62) O=C(CN1C(=O)c2ccccc2C1=O)NC1CCC(O)CC1 (configuration not stated)
→ ., 8
63) Cc1ccc2cc3cc(C(=O)N(CC(=O)NC4CCCC4)c4cccc(C)c4C)sc3nc2c1
→ i, -21
64) O=C(COC(=O)c1cc([N+](=O)[O-])ccc1N1CCOCC1)Nc1ccccc1OC(F)F
→ i, 15
65) CN(C)C(=O)N1CCC(C(=O)NCc2ccc3c(c2)OCO3)CC1
→ i, -3
66) CCc1nnc(NC(=O)c2c(C)nn(-c3ccccc3)c2Cl)s1
→ i, -39
67) CC(CN1CCOCC1)OC(=O)c1ccc(Br)cc1 (configuration not stated)
→ i, 10
68) COc1ccc(-n2ncc3c(=O)n(CC(=O)N4CCCc5ccccc54)cnc32)cc1
→ i, -25
69) Cc1ccc(S(=O)(=O)NCCC(=O)NC2CC2)cc1
→ i, 4
70) Cc1cc(C#N)c(SCC(N)=O)nc1-c1ccc(F)cc1
→ i, -6
71) N#Cc1c(N)n(-c2ccc(O)cc2)c2nc3ccccc3nc12
→ i, 2
72) CC(=O)NC(CC(=O)O)c1ccc(F)cc1 (configuration not stated)
→ i, 13
73) O=C(CCC(=O)N1CCOCC1)NCCc1ccc(Cl)cc1Cl
→ i, -11
74) CCn1c(SCC(=O)Nc2oc(C)c3c(C)n[nH]c(=O)c23)nc2sc(C)c(C)c2c1=O
→ i, -31
75) CCOC1OC(=O)C(Cl)=C1Nc1ccc(C)cc1 (configuration not stated)
→ i, -5
76) CN(Cc1nc(-c2cnccn2)no1)CC1(c2ccccc2)CC1(C)C (configuration not stated)
→ i, -19
77) Cc1ccc(S(=O)(=O)N2CCN(C(=O)CCc3c[nH]c4ccccc34)CC2)c(C)c1
→ ., 13
78) CN(C)CCN(C(=O)CCS(=O)(=O)c1ccccc1)c1nc2cc3c(cc2s1)OCO3
→ i, -24
79) Cn1cccc1/C=N/NC(N)=S
→ i, -5
80) CCc1ccccc1-n1nnnc1SCC(=O)Nc1ccc(N2CCN(C)CC2)cc1
→ i, 8
81) CCOC(OCC)c1ccc(/C=C\c2nccc(N)n2)cc1
→ i, -15
82) CCc1nnc(NC(=O)CSc2nc(C)cc(C)c2C#N)s1
→ i, -19
83) CS(=O)(=O)c1ccc2nnn(OCC(=O)Nc3ccc(Br)cc3Br)c2c1
→ i, -18
84) COc1ccc(/C=C/C(=O)Nc2ccc(NC(C)=O)cc2)cc1S(=O)(=O)N1CCOCC1
→ i, -15
85) COc1ccc(C(=O)n2cnnc2N)cc1
→ i, 0
86) O=C(O)c1ccc(S(=O)(=O)N2CCC(n3nnc4cc(C(F)(F)F)ccc43)CC2)cc1
→ i, -2
87) CCN1CCN(CCCNC(=O)c2ccc(/C=C3/Oc4ccccc4N(Cc4cccc(C)c4)C3=O)cc2)CC1
→ i, -8
88) Cc1cc(C)c(OCC(O)CNC(C)(C)C)c(C)c1 (configuration not stated)
→ i, -32
89) O=C(CSc1nnnn1-c1ccc2c(c1)OCO2)NCc1ccccc1
→ i, -33
90) O=C(C1CCCO1)N1CCN(S(=O)(=O)c2ccccc2)CC1 (configuration not stated)
→ i, -3
91) Cc1ccc2c(CC(=O)OCC(=O)N(CC(C)C)c3c(N)n(Cc4ccccc4)c(=O)[nH]c3=O)coc2c1
→ i, -35
92) CN(CCCNC(=O)c1ccccc1F)CCCNC(=O)c1ccccc1F
→ i, -10
93) Cc1ccc(NC(=O)c2cc(Cl)ccc2[N+](=O)[O-])cc1C
→ i, -9
94) CCOC(=O)c1c(NC(=O)CSc2nnc3c(n2)[nH]c2ccc(F)cc23)sc(C(C)=O)c1C
→ i, -1
95) CCOC(=O)C1CCCN(Cc2nc(Cc3ccccc3Cl)no2)C1 (configuration not stated)
→ i, -20
96) CCCN(CC1CC1)C(=O)COC(=O)c1oc2ccc(OCC)cc2c1C
→ ., -1
97) COC(=O)c1ccc2c(=O)n(NC(C)=O)c(=S)[nH]c2c1
→ i, -8
98) C=CCN=c1scc(-c2ccco2)n1/N=C/c1ccc(O)c(O)c1O
→ i, -8
99) Cc1nc2c3cnn(-c4ccc(C)c(C)c4)c3ncn2n1
→ i, -5
100) O=C(NCCc1c[nH]c2ccccc12)C1CCN(c2nnc(N3CCCC3=O)s2)CC1
→ i, -16
101) CC(C)CNC(=O)COC(=O)c1ccccc1SCC(=O)NCC(C)C
→ i, -24
102) CN1CCN(C(=O)c2ccc3c(c2)NC(=O)C(C)(C)O3)CC1
→ i, 5
103) CCOc1ccc(CNC(=O)CCn2c(=O)oc3ccccc32)cc1
→ i, -9
104) Cc1onc(-c2ccccc2)c1CNC(=O)C1COc2ccccc2O1 (configuration not stated)
→ i, -22
105) Cc1ccc(C(=O)NCC(=O)NCC(=O)OCC(=O)c2ccc(F)cc2)cc1
→ i, -6
106) O=C(CCCC(=O)c1ccccc1)NCCc1ccccc1F
→ i, -19
107) CCOC(=O)C1=C(CN2CCc3ccccc32)NC(=O)NC1c1cccc([N+](=O)[O-])c1 (configuration not stated)
→ i, 8
108) CCN=C1NN=C(c2cc(C)n(Cc3ccco3)c2C)CS1
→ i, -17
109) COC(=O)c1ccc(COC(=O)CCS(=O)(=O)c2ccc(C)cc2)cc1
→ i, -2
110) COC(=O)CCN(C1CCCCC1)S(=O)(=O)c1ccc(S(=O)(=O)NC2CCCCC2)cc1
→ i, -16
111) Cc1cccc(Cn2cc(/C=C/[N+](=O)[O-])c3ccccc32)c1
→ i, 7
112) CC(=O)Nc1nc(-c2ccc(Cl)cc2)ns1
→ i, -9
113) Cc1ccc(C(=O)N/N=C(/CC(=O)c2cccs2)C(F)(F)F)cc1
→ i, -11
114) COc1ccc(N2CCN(C(=O)c3c(Cl)cnn3C)CC2)cc1
→ i, -12
115) CCCC(=O)OCC(=O)c1[nH]c(C)c(C(C)=O)c1C
→ i, -7
116) O=C(COc1ccc(Cl)cc1)NCCN1CCCC1
→ i, -11
117) CCCCn1c(-c2csc(CCC)c2)n[nH]c1=S
→ i, -10
118) Cc1ccnc(NC(=O)CCC(=O)N(CC(=O)NCc2ccccc2)Cc2ccco2)c1
→ i, -17
119) CC(C)Cc1nnc(NC(=O)CCC(=O)N2CCN(c3ccccc3)CC2)s1
→ i, -34
120) COc1ccc(N2C(=O)[C@@H]3C(c4cccnc4)=NO[C@@H]3C2=O)cc1
→ i, -14
121) COc1ccc(-n2nc3c(c2NC(=O)c2cc(Br)ccc2Cl)CS(=O)C3)cc1 (configuration not stated)
→ i, -23
122) COc1ccccc1NC(=S)NCCc1ccc(Cl)cc1
→ i, -11
